CASP6 VEID inh = human caspase-6 inhibitors, primary screen, biochemical, VEID-R110 fluorescence, single point, set 2; purified caspase-6, Z-VEID-R110 cleavage fluorescence; inhibition, % at 12.5 µM; hit rate 0.53% among 350,000; AID 686996, 2013;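 active = mean inhibition across replicates at least about 35%, with every replicate also reaching that limit, limit read from the data; inconclusive = only one of the two criteria met; inactive = neither criterion met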;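 also: 0% = median of neutral control wells and 100% = no fluorescence left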
Target sequence (P55212 24-179 limits assumed): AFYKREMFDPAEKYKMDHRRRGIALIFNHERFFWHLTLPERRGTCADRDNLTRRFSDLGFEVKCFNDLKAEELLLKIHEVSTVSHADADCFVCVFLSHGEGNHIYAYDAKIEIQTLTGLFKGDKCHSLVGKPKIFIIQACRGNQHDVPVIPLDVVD
Target sequence (P55212 194-293 limits assumed): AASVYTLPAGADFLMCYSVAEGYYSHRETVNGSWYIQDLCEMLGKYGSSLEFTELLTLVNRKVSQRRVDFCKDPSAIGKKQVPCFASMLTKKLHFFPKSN
PAX8 reporter = inhibitors of PAX8-driven TPO luciferase reporter, primary screen, RMG-I cells, single concentration. SteadyGlo, 24 h. inhibition, % at 12.6 µM. hit rate 1.2% among 360,000;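 active = mean replicate inhibition at least 60% with every replicate also reaching 60%; inconclusive = only one of the two criteria is met; inactive = mean below 60% and not all replicates reaching 60%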;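 also: luciferase light reporting Pax8 driven TPO promoter activity; plate controls were median of neutral control wells for no effect and mitoxantrone controls for full effect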
SIRT5 block = SIRT5 desuccinylase inhibitors, primary screen, biochemical, fluorescence imaging, single point, set 5. NAD-dependent protein deacylase sirtuin-5, mitochondrial (Homo sapiens), Q9NXA8. Purified SirT5, succinyl-peptide AMC, trypsin-coupled fluorescence. inhibition, % at 15 µM. hit rate 1.1% among 330,000; in the data active = inhibition above about 15%; inconclusive = no clear call, values can overlap the other calls
Target sequence (Q9NXA8 whole entry, looked up): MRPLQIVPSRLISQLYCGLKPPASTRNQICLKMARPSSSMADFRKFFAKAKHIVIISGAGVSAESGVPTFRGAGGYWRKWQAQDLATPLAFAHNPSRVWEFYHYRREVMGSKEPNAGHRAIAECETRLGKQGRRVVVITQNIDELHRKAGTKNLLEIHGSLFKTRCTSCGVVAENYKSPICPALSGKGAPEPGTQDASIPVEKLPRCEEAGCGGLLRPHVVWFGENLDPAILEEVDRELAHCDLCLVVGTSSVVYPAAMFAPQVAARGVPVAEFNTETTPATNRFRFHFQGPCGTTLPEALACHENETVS
EWS-Fli block = EWS/Fli-driven NR0B1 reporter inhibitors, primary screen, A673 cells, NR0B1 luciferase, luminescence, MLPCN library. AID 651661, 2012. viability-normalised. hit rate 0.67% among 350,000. inhibition, % at 12.6 µM;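 active = mean inhibition of at least 50% after viability correction, with every replicate also passing that limit; inconclusive = mean reaches 50% but only one of two replicates passes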;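 also: firefly luciferase signal divided by Alamar Blue viability fluorescence both relative to DMSO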
ARNT TACC3 PPI = disruptors of ARNT/TACC3 protein interaction, primary screen, biochemical, AlphaScreen, single concentration | hit rate 0.66% among 390,000 | Transforming acidic coiled-coil-containing protein 3 (Homo sapiens), Q9Y6A5 | AlphaScreen His-ARNT PAS-B/GST-TACC3 binding, luminescence; TACC3 fragment carries E629A point mutation | inhibition, % at 9.99 µM | AID 623870, 2012;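 active = mean inhibition of replicates at least 50% and at least half of replicates each reaching 50%; inconclusive = half or more replicates reach 50% but mean below 50%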;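 also: 0% = complete ARNT plus TACC3 wells and 100% = ARNT alone without TACC3; many hits fall short of the cut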
LGR2 inh = inhibitors of bursicon-induced LGR2 CRE-luciferase signal, primary screen, cell-based, HEK293, CRE-luciferase reporter, bursicon stimulation | Drosophila bursicon receptor LGR2 (rickets) | bursicon-stimulated, 4 h | inhibition, % at 9.99 µM | hit rate 0.35% among 380,000;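 active = drop in luminescence signal, shown as inhibition above about 50% in the replicate tests, limit read from the data, passing the limit was not always enough; inconclusive = probably only some replicates passing the limit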;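 also: agonist challenge used bursicon conditioned medium at about half maximal strength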
DENV2 CPE = inhibitors of DENV2 cytopathic effect, primary screen, cell-based, plate reader, single concentration; DENV2-infected cells, cytopathic effect rescue; hit rate 1.7% among 350,000; CPE inhibition, % at 9.99 µM; AID 651640, 2012; in the data active = CPE inhibition above about 20%, passing the limit was not always enough; inconclusive = no clear call, values can overlap the other calls; tested in BHK-21 cells;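 also: 0% = median of neutral control wells and 100% = median of positive control wells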
* hit, by the source's call; ? = inconclusive; . = not tested or not shown; & = joins results of further samples.

SMILES | SIRT5 block | PAX8 reporter | EWS-Fli block | CASP6 VEID inh | DENV2 CPE | ARNT TACC3 PPI | LGR2 inh
N#C[C@@H]1[C@@H](c2ccc(-c3ccccc3F)cc2)[C@@H](CO)N1C(=O)C1CC1 | -3 | 3 | -7 | -2 | -9 | -2 | 14
COC(=O)c1sccc1NC(=O)/C=C/c1ccc(Cl)cc1 | -2 | 0 | 32 | 1 | 3 | -4 | -69
Cc1ccc(-c2ccc([C@H]3[C@@H](CO)N4CCCCN(S(=O)(=O)c5cccc(C)c5)C[C@@H]34)cc2)cc1 | -3 | 12 | -3 | 0 | 4 | 1 | .
Cc1ccc(Cl)cc1N1CCN(C(=O)c2cc3c(=O)n(C)c4ccccc4c3n2C)CC1 | 0 | 1 | -23 | 1 | -11 | -2 | 14
CCOC(=O)C1CCN(c2ccccc2CN2CCN(c3ccccc3OCC)CC2)CC1 | -3 | . | . | 0 | . | 6 | .
CCN1CCN(c2ccc(S(=O)(=O)N3CCCCC3)cc2NC(=O)Cc2ccccc2F)CC1 | -2 | 0 | 12 | -1 | -1 | 0 | 6
Cc1onc(-c2ccccc2)c1C(=O)OCCOc1cccc(Cl)c1 | -5 | 27 | . | -1 | -1 | -4 | 6
CNC[C@H]1Oc2c(NC(=O)Nc3ccc(F)cc3)cccc2C(=O)N([C@H](C)CO)C[C@H]1C | 0 | -9 | 2 | -2 | ? | -1 | 3
O=C(C[C@@H]1CC[C@@H]2[C@H](COC[C@H](O)CN2CC2CCCC2)O1)NCc1ccc(Cl)cc1 | 3 | . | -3 | -2 | -2 | . | -7
O=C(Nc1ccc(F)cc1)NC1CCCc2ccccc21 (centres undefined) | 1 | 15 | -3 | -2 | 1 | -1 | 13
CCCCn1c(=O)[nH]c(=O)c2c1ncn2Cc1ccco1 | -3 | . | 0 | 5 | -3 | 5 | .
O=C(COc1coc(CN2CCc3ccccc3C2)cc1=O)Nc1ccc(F)cc1 | -3 | 7 | -1 | 2 | 10 | -1 | 8
CN1C(=O)c2cc(NC(=O)c3cccc(F)c3)ccc2OC[C@H]2O[C@H](CC(=O)NC3CCC3)CC[C@@H]21 | . | 4&7 | -3&9 | . | ? | 1&-9 | 11&7
CN1C(=O)c2cc(NC(=O)c3cccc(C#N)c3)ccc2OC[C@H]2O[C@@H](CC(=O)NCCN3CCCC3)CC[C@@H]21 | -1 | 2 | 1 | -10 | 0 | 0 | -1
CCC(C)(C)NC(=O)/C=C/c1ccccc1[N+](=O)[O-] | 1 | 19 | -21 | 1 | -1 | 33 | 8
C/C=C/c1ccc2c(c1)O[C@@H](CN(C)C(=O)c1cccc(F)c1)[C@H](C)CN([C@@H](C)CO)S2(=O)=O | 4 | . | 1 | 6 | -6 | 7 | 11
Cc1nn(C(C)C)c(C)c1CN1CCN(Cc2ccsc2)C(CCO)C1 (centres undefined) | -4 | 5 | 11 | 3 | 1 | . | 11
C[C@@H]1CCCCO[C@H](CN(C)C(=O)Nc2ccc(F)cc2)[C@H](C)CN([C@@H](C)CO)C(=O)c2cc(NC(=O)Nc3ccccc3)ccc2O1 | 7 | 4 | -5 | 2 | -2 | 1 | -8
O=C(CCN1C(=O)/C(=C/c2ccccc2Cl)SC1=S)NCCc1ccc(O)cc1 | 0 | 52 | 27 | -1 | -1 | 4 | -4
CCNC(=O)Cc1c(OC)ccc2cc(Br)ccc12 | -1 | 0 | 2 | -2 | -1 | -6 | -9
COc1ccc(NC(=O)CN2CCN(S(=O)(=O)c3cccs3)CC2)cc1Cl | -1 | -1 | 3 | -1 | -2 | . | 0
COC(=O)c1ccc(OC)c(CSc2nnc(COc3ccccc3)o2)c1 | -5 | . | . | 1 | . | -2 | 12
CCN1CCN(c2ccc(S(=O)(=O)N3CCCCC3)cc2NC(=O)c2cccc(C(F)(F)F)c2)CC1 | -1 | 8 | 17 | -8 | 0 | 3 | 5
COC(=O)c1ccc(CSc2nnc(-c3ccccc3)n2C)o1 | -2 | -20 | 2 | 4 | -2 | -3 | -8
COc1ccc(NS(=O)(=O)c2cn(C)cn2)c(OC)c1 | 0 | -4 | . | 1 | 3 | -3 | 8
Cc1cc(C)c2cc(C(=O)Nc3ccc(C)c(F)c3)[nH]c2c1 | -3 | -1 | -10 | -2 | -5 | -3 | 3
CN1C(=O)c2cc(NS(=O)(=O)c3cccc(F)c3)ccc2OC[C@H]2O[C@@H](CC(=O)NCCN3CCCCC3)CC[C@@H]21 | -7 | -16 | -8 | 1 | 3 | -5 | 12
COc1cccc(C#Cc2ccc([C@@H]3[C@H](C#N)N(C(=O)c4ccccn4)[C@H]3CO)cc2)c1 | 4 | 98* | -26 | 0 | -2 | 10 | 16
COc1ccc(NS(=O)(=O)c2cc(N=Nc3c(O)[nH]c(=O)[nH]c3=O)ccc2OC)cc1Br | . | -8 | 2 | 5 | -10 | . | -7
Cc1ccc(S(=O)(=O)N2CCN(CC(=O)N/N=C/c3ccc(C)o3)CC2)cc1 | . | -13 | . | . | . | 6 | 9
CCCCCCCCSc1nnc(/N=C/N(C)C)s1 | 3 | 16 | 12 | 0 | -3 | 0 | 11
Cc1nccn1CCCNC(=O)c1nc(Cn2cc([N+](=O)[O-])cn2)no1 | -1 | -8 | 27 | -2 | -4 | -3 | -7
Cc1ccc(Cn2c(C)nc3ccc([N+](=O)[O-])cc3c2=O)cc1 | -2 | 15 | 21 | -1 | -4 | -4 | -3
COc1cccc(C(=O)Nc2ccc3c(c2)C(=O)N(C)[C@@H]2CC[C@H](CC(=O)NCC4CC4)O[C@@H]2CO3)c1 | -4 | -3 | -2 | -2 | -5 | -14 | 0
CCn1nnnc1NC(=O)c1cccc(OC)c1 | -2 | -58 | -26 | -3 | -2 | -3 | 12
Cc1cc(C)c2c(NC(=S)NC(=O)c3ccccc3)nn(C)c2n1 | -1 | 21 | 7 | -3 | -8 | -16 | -19
COc1cc(C(=O)NC(C)c2cnn(-c3ccccc3C)c2C)cc(OC)c1OC (centres undefined) | -2 | -11 | -8 | -1 | -1 | . | -2
CC(C)CC1NC(=O)N(CC(=O)Nc2cc([N+](=O)[O-])ccc2F)C1=O (centres undefined) | -5 | 6 | 2 | 0 | 6 | 19 | 7
Cc1ccc(N=Cc2cc3c(cc2O)OC(N)=C(C#N)C3c2ccccc2)cc1 (centres undefined) | . | 53 | -8 | 9 | 4 | 3 | -42
Cc1cc2ccccn2c1C(=O)Nc1ccc(Cl)cc1 | 1 | 19 | -49 | 3 | 5 | -1 | -16
CCOC(=O)CC(NC(=O)c1cc2cccc(OC)c2oc1=O)c1cccc([N+](=O)[O-])c1 (centres undefined) | . | 8 | . | . | . | 3 | -6
CCCNC(=O)Nc1ccc2c(c1)C(=O)N(C)C[C@@H](OC)[C@H](C)CN(C(C)=O)[C@@H](C)CO2 | 2 | 6 | 2 | 4 | 2 | -2 | -17
Cc1noc(C)c1S(=O)(=O)Nc1ccc2c(c1)CC(=O)N([C@@H](C)CO)C[C@@H](C)[C@H](CN(C)Cc1ccc3c(c1)OCO3)O2 | -3 | . | 2 | 1 | -5 | . | 10
O=C(c1ccccc1-c1ncc[nH]1)N1CCc2c([nH]c3ccccc23)C1c1ccccn1 (centres undefined) | -4 | 6 | 8 | 2 | . | 9 | 17
O=C(/C=C/c1ccccc1)Oc1ccccc1C(=S)N1CCOCC1 | -1 | 10 | 12 | 3 | 0 | 4 | 8
Cc1ccc2[nH]c(C(=O)N3CCCCC3)cc2c1 | 2 | -89 | -82 | -1 | 1 | 2 | -30
Cc1ccc2nc(NCc3ccc(F)cc3)c3nncn3c2c1 | -1 | 5 | 10 | -3 | -1 | 2 | -16
c1ccc(-c2cc(-c3ccccc3)n3ncnc3n2)cc1 | -8 | 33 | -4 | 3 | -4 | -8 | -23
O=C(Oc1coc(CSc2nnc(NC(=O)c3cccs3)s2)cc1=O)c1ccccc1 | 0 | -6 | -7 | 0 | 0 | -18 | 1
COc1ccc(C(=O)Nc2cccc(-c3ccc(N4CCOCC4)nn3)c2)cc1OC | -2 | -73 | -40 | 6 | -6 | 7 | 17
O=C(COc1ccccc1)NCC1(N2CCCCC2)CCCCC1 | -2 | -14 | -24 | 0 | . | 10 | 15
CCCCn1c(N)c(N(CCOC)C(=O)c2ccc(-c3ccc([N+](=O)[O-])cc3)o2)c(=O)[nH]c1=O | 0 | -17 | -3 | 7 | 8 | -4 | 5
Cc1ccc(S(=O)(=O)N2CCN(C(=O)CCN3C(=O)c4ccccc4C3=O)CC2)cc1C | -3 | -14 | 4 | 1 | -7 | 6 | -4
CCOC(=O)C1(NC(=O)CN2C(=O)c3ccccc3C2=O)CCCC1 | 5 | 2 | 1 | -3 | 0 | 0 | -2
C[C@@H]1CN([C@H](C)CO)C(=O)c2cc(C#CC3CCCC3)cnc2O[C@@H]1CN(C)C(=O)Nc1ccccc1 | 1 | -12 | -7 | 5 | -1 | 0 | -15
COc1ccc(NC(=O)CC2CCCC2)cc1OC | -1 | -29 | -17 | 1 | -5 | . | -1
COc1cc(C2N(C)CCC3(OCCO3)C2(C)C)cc(OC)c1OC (centres undefined) | . | -1 | . | . | . | -5 | -6
COc1ccc(OCC(O)CNC(=O)/C=C/c2cccc([N+](=O)[O-])c2)cc1 (centres undefined) | 0 | 3 | 3 | 1 | 4 | 6 | -1
COCc1nnc(NC(=O)c2ccc(S(=O)(=O)N3CCCC3)cc2)o1 | -1 | 3 | 5 | 0 | -2 | 49* | -10
COC(=O)[C@@]12CCCCN1[C@H](c1ccc(SC3CCCCC3)c(OC)c1)[C@@H]1C(=O)N(C)C(=O)[C@@H]12 | 1 | 6 | 1 | -6 | 6 | 1 | .

(further entries)
SMILES | SIRT5 block | PAX8 reporter | EWS-Fli block | CASP6 VEID inh | DENV2 CPE | ARNT TACC3 PPI | LGR2 inh
O=C(NCC1COc2ccccc2O1)C1CCC(CNc2c(N3CCCCC3)c(=O)c2=O)CC1 (centres undefined) | -3 | 5 | 1 | 2 | -10 | -6 | -18
C[C@@H]1CN([C@H](C)CO)C(=O)c2c(c3ccccc3n2C)-c2ccccc2CO[C@@H]1CN(C)C(=O)Nc1cccc(F)c1 | -3 | . | 1 | 1 | 3 | 0 | 15
COc1cccc(S(=O)(=O)Nc2ccc3c(c2)OC[C@H](C)NC[C@@H](C)[C@H](OC)CN(C)C3=O)c1 | -3 | . | 14 | 2 | 1 | 1 | 8
COc1ccc(OC)c(/C=N/N=C(\N)c2nonc2N)c1 | 2 | -5 | -8 | -1 | -2 | -14 | .
CC=Cc1ccc2n(c1=O)C[C@@H]1[C@@H](CO)[C@H](C(=O)N[C@H](C)c3ccccc3)[C@H]2N1CC1CC1 (mixture of isomers) | -1 | -3 | 6 | 2 | 9 | 0 | 0
CCCc1c(C(=O)N/N=C/c2ccccc2C(F)(F)F)nnn1-c1nonc1N | -4 | 9 | 1 | 20 | 1 | -1 | -12
CCN(C[C@H]1N[C@@](C)(C(=O)OC)[C@H]2C(=O)N(Cc3ccccc3)C(=O)[C@@H]12)S(=O)(=O)c1ccc(OC)cc1 | -5 | -3 | -2 | -2 | -3 | 3 | -2
COc1ccc(-n2nc(C(=O)NCC(=O)N3CCCCCC3)c3ccccc3c2=O)c(OC)c1 | -5 | -27 | -29 | -2 | -1 | 0 | 3
